GPT2 inhibitor – blocks human glutamate pyruvate transaminase 2 | Recombinant GPT2, coupled pyruvate oxidase/HRP Amplex Red fluorescence | 0.25% of 100,000 active | AID 1671188 | Potency, µM (top dose mostly 57.7 µM), for inactives: at the top dose activity change, negative = inhibition, hits mostly inhibitors; note: potency is the fitted concentration of half-maximal effect; nearly all actives have a fitted effect of over 60% in size; many of its hits are not listed in these tables
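Fluorescence read-out: pyruvate from GPT2 turnover coupled to pyruvate oxidase, HRP and Amplex Red (0.2mM ThPP, 0.2U/mL PO and HRP, 50uM Amplex final). Substrates 250uM a-KG, 2mM L-alanine; enzyme 10ng/uL; 30 min RT.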
NIH3T3 tox – kills NIH 3T3 cells. Potency, µM (titrated, usually from 96.7 µM), without a hit: at the highest dose activity change, negative = cytotoxicity, usual class: inhibitors. NIH 3T3 viability, CellTiter-Glo ATP luminescence, 48-72 h. 4.3% of 94,000 active; note: potency is the fitted concentration of half-maximal effect; nearly all actives have a fitted effect of over 55% in size
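Mouse fibroblast NIH 3T3 cells, 400 per well, received compound via pintool and were incubated for 48 or 72 hr prior to CellTiter-Glo ATP luminescence measurement.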
HEK293 viab – reduces viability of HEK-293 SNCA reporter cells | HEK-293-SNCA-luc viability, GF-AFC fluorescence, 24 h | Potency, µM (highest dose often 57.1 µM), without a hit: at the highest dose activity change, negative = cytotoxicity, most hits filed as cytotoxic | 0.12% of 150,000 active;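 note: potency is the fitted concentration of half-maximal effect; 0% = DMSO-treated cells and -100% = medium-only wells without cells; nearly all actives have a fitted effect of over 30% in size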
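Cytotoxicity counterscreen: after 24 h compound treatment of genome-edited SNCA-luciferase HEK-293 cells, live-cell protease substrate GF-AFC read by fluorescence after 30 min; activity scaled between DMSO (0%) and medium-only (-100%), curves Hill-fitted.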
IP6K1 inhibitor – blocks human inositol hexakisphosphate kinase 1; AID 1645851; IP6K1 kinase, ADP-Glo luminescence, 2 h; stronger effect = lower value; activity change, % (series mostly up to about 58 µM); 0.81% of 140,000 active; Q92551; in the data active = activity change below about -25%
Target sequence (Q92551 whole entry, looked up): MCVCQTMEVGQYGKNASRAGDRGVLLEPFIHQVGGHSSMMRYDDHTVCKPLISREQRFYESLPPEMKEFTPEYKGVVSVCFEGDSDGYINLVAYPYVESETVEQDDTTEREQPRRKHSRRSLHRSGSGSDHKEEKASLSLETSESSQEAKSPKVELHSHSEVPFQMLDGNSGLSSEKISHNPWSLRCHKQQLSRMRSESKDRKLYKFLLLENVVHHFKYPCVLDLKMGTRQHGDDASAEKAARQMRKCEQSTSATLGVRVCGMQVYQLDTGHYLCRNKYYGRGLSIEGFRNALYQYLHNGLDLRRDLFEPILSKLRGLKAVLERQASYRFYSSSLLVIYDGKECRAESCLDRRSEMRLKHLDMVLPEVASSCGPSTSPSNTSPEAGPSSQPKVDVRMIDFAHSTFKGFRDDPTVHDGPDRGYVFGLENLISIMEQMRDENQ
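ADP-Glo luminescence measures ADP made by human IP6K1 during a 2 h RT reaction with ATP/IP6 (mix at 1.3 mM/130 uM); top library doses 57.5 and 19.1 uM final.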
HEK293 tox – cytotoxic compounds in HEK 293 cells | HEK 293 viability, ATP luminescence (CellTiter-Glo), 48-72 h | Potency, µM (highest dose often 115 µM), for the others: top-dose activity change, negative = cytotoxicity, hits mostly inhibitors | 6.6% of 94,000 active; note: potency is the fitted concentration of half-maximal effect; nearly all actives have a fitted effect of over 60% in size
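Pintool-delivered compounds were incubated with HEK 293 cells (250 cells/well) at 37 degree Celsius for 48 or 72 hr. ATP-dependent luminescence (CellTiter-Glo) then reported remaining viable cells.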
FLuc inh – Photinus pyralis luciferase inhibition; purified P. pyralis luciferase, luminescence, biochemical; P08659; 2.5% of 76,000 active; Potency, µM (highest dose often 115 µM), for the others: at the top dose activity change, negative = inhibition, actives largely listed as inhibitors; note: potency is the fitted concentration of half-maximal effect; nearly all actives have a fitted effect of over 65% in size
Target sequence (P08659 whole entry, looked up): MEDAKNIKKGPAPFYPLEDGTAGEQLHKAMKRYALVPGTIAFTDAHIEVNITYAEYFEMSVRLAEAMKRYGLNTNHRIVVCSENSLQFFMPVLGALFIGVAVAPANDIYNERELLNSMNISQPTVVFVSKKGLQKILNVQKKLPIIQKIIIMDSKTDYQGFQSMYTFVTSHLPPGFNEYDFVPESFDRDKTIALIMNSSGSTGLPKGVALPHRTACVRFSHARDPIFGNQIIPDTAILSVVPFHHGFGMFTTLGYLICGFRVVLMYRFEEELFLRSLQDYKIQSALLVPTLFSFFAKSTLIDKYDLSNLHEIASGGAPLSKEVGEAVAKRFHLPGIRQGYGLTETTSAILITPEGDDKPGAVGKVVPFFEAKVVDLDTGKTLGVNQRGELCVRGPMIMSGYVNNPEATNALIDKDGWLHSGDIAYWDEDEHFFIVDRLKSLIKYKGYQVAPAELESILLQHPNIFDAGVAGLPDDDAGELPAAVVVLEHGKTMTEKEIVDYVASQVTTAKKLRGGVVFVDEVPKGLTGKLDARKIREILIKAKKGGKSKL
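Luminescence read by CCD imaging after purified firefly luciferase (10nM final) was added to substrate buffer holding 10uM D-luciferin and 10uM ATP, pH 7.5, pre-dosed with compound.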
SNCA expr inhib – SNCA gene expression inhibition; HEK-293 SNCA-luciferase knock-in, luminescence, 24 h; 0.17% of 140,000 active; AID 1671194; Potency, µM (highest dose often 57.2 µM), without a hit: at the top dose activity change, negative = inhibition, hits mostly inhibitors;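 note: potency is the fitted concentration of half-maximal effect; plate controls were DMSO cells for no effect and cell-free wells for full effect; nearly all actives have a fitted effect of over 45% in size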
Numbers without * were called inactive; i = inactive; ? = inconclusive; . = not tested or not shown; [ ] = another dose, or the depositor's remark. Unless noted, calls come from the whole dose curve; as a rule, active = well fitted curve in the direction sought with a large enough effect; inconclusive = small, poorly fitted or top-dose-only effect, or another doubt; inactive = no such curve, though single readings can be large; an effect the other way counts as inactive or inconclusive. Unless noted, % is set by controls: 0 for no effect and ±100 for the full control effect.

SMILES	GPT2 inhibitor	NIH3T3 tox	HEK293 viab	IP6K1 inhibitor	HEK293 tox	FLuc inh	SNCA expr inhib
O=C(c1cccc(F)c1)N1CCC2(CC1)OCC(C(=O)N1CCCC1)N2C(=O)c1ccco1 (stereo not given)	i	-9%	-7%	-12	-32%	2%	15%
CNC(=O)[C@@H]1CN(C(=O)c2ccc3[nH]ccc3c2)C[C@H]1COC	-3%	-1%	9%	17	-24%	7%	26%
COc1cc(OC)cc(C(=O)NCC2CCCN(Cc3cccc(C)n3)C2)c1 (stereo not given)	?	-20%	5%	-4	-19%	3%	10%
CCOCCOC1CCN(S(=O)(=O)Cc2ccccc2)CC1	i	-4%	-8%[12.5 µM]	-1	0%	10%	1%
O=C(c1ccoc1)N1CCC(Cc2noc(-c3ccncc3)n2)C1 (stereo not given)	i	-11%	-6%	-8	-3%	4%	-12%
COc1cccc([S+](=O)([O-])N2CCNc3cnc(Nc4cccnc4)nc3C2)c1	-26%[88.5 µM]	?	-9%[87.6 µM]	-10	?	-1%[172 µM]	26%[87.6 µM]
N#Cc1cccc(C(=O)NCC(=O)N2CCCCCNC(=O)CC2c2ccccc2)c1 (stereo not given)	4%	-9%	-4%	5	-14%	4%	-14%
CC(C)CN1C(=O)c2cccn2CC1C(=O)NCc1ccco1 (stereo not given)	0%	-10%	10%	7	-3%	-7%	-3%
CCOC(=O)Cn1c(=O)n(C2CCCCC2)c2nc(-c3cccc(F)c3)nc(C(N)=O)c21	.	.	0%	7	.	.	29%
COc1cc(C(=O)N2CCOCC2)cc(OC)c1OC	3%	.	15%[23.9 µM]	29	.	.	-7%[25.6 µM]
Cc1cc(Cn2cc3c4c(cccc42)[C@H](CC(C)C)N[C@H](C(=O)NCCN2CCOCC2)C3)no1	-20%	?	-20%	23	?	0%	3%
CCOC(=O)c1ccc(NC(=O)c2sc3nc4n(c(=O)c3c2C)CCC4)cc1	.	.	3%	7	.	.	27%
CCOc1ccc(C2NC(=O)N(CC(=O)N(CC)CC)C3=C2C(=O)OC3)cc1 (stereo not given)	i	1%	8%	10	-1%	-8%	-11%
CC1(O)CC(O)C2(O)C=COC(O[C@@H]3O[C@H](CO)[C@@H](O)[C@H](O)[C@H]3O)C12 (stereo not given in full)	i	.	-11%	-5	.	.	.
Cc1cc(C(=O)N2CC[C@H](NS(=O)(=O)c3cccs3)C[C@H]2C(=O)N[C@@H](Cc2cccs2)C(N)=O)n(C)n1	i	-9%	-2%	1	-1%	15%	-5%

Copied from the list:
N#Cc1cccc(C(=O)NCC(=O)N2CCCCCNC(=O)CC2c2ccccc2)c1 (stereo not given) in HEK293 viab = -4%
CNC(=O)[C@@H]1CN(C(=O)c2ccc3[nH]ccc3c2)C[C@H]1COC in NIH3T3 tox = -1%

Remaining list, next part:
SMILES	GPT2 inhibitor	NIH3T3 tox	HEK293 viab	IP6K1 inhibitor	HEK293 tox	FLuc inh	SNCA expr inhib
Cc1cccc(N2CCN(C(=O)c3ccc4c(c3)N(C)C3CCCCN3C4=O)CC2)c1 (stereo not given)	i	?	2%[12.5 µM]	7	32µM*	4%	-28%
CC1CCN(S(=O)(=O)c2ccc3c(c2)N(CC(=O)NCCc2ccc(Cl)cc2)C(=O)CO3)CC1	.	.	?	-2	.	.	?
COc1ccccc1N1CCN(c2ncccc2CNC(=O)C2COC(=O)N2)CC1 (stereo not given)	i	i	5%	-4	4%	-1%	-8%
COCc1cc(C[C@@H]2CC[C@H](O)[C@@H](CNCc3ccccc3)O2)no1	-5%[88.5 µM]	i	1%[87.6 µM]	-1	i	10%[172 µM]	13%[87.6 µM]
O=[S+]([O-])(NC1CCCN(c2ccc3nnc(C4CC4)n3n2)C1)c1cccs1 (stereo not given)	.	?	.	8	?	.	.
O=C(NCCc1ccccc1)c1ccc2oc(-c3ccnc(Cl)c3)nc2c1	0%	-17%	11%	21	-12%	.	25%
COc1ccc(-n2c(SCCCN3C(=O)c4cccc5cccc(c45)C3=O)nnc2-c2ccncc2)cc1	2%	.	-35%	8	.	.	.
O=C(NC(C(=O)N1CCCCC1)C1CCN(C(=O)c2ccccc2F)CC1)c1ccccc1 (stereo not given)	i	-15%	-4%	10	-17%	-5%	7%
Cc1ccc2nc(-c3ccc(Cl)c(NC(=O)c4ccc5c(c4)OCCO5)c3)oc2c1	.	.	-2%	-5	.	.	176%[activator]
Cc1ccc(C2Cn3nnc(-c4nc(-c5ccc(F)c(F)c5)no4)c3CO2)c(C)c1 (stereo not given)	i	i	-2%	-9	5%	-9%	2%
c1cncc(CCn2ccnc2-c2cc3n(n2)CCCNC3)c1	-4%	i	0%	-5	i	-1%	7%
CC(=O)N1CCCc2cc(S(=O)(=O)NCc3ccc(N(C)C)cc3)ccc21	.	.	-15%	-5	.	.	-6%
CCc1ccc(CNC(=O)C2CCN(C(=O)N3CC(CC)Oc4ccc(C)cc43)CC2)cc1 (stereo not given)	.	.	?	4	.	.	?
COC(=O)C[C@H]1C(C)(C)[C@H](OC(=O)c2ccccc2)C2CC3=C4CC(=O)O[C@@H](c5ccoc5)[C@]4(C)CCC3[C@@]1(C)C2=O (stereo not given in full)	i	.	-16%[23.9 µM]	2	.	.	.
O=C(c1cncc(N2CCC3(CCCNC3=O)C2)n1)N1CCOCC1 (stereo not given)	-5%	-4%	-3%	-4	4%	9%	10%

A second format for 14 compounds above.
canonical_smiles | GPT2 inhibitor | NIH3T3 tox | HEK293 viab | IP6K1 inhibitor | HEK293 tox | FLuc inh | SNCA expr inhib
CC1(O)CC(O)C2(O)C=COC(O[C@@H]3O[C@H](CO)[C@@H](O)[C@H](O)[C@H]3O)C12 (stereo not given in full) | i | . | -11% | -5 | . | . | .
Cc1cc(C(=O)N2CC[C@H](NS(=O)(=O)c3cccs3)C[C@H]2C(=O)N[C@@H](Cc2cccs2)C(N)=O)n(C)n1 | i | -9% | -2% | 1 | -1% | 15% | -5%
Cc1cccc(N2CCN(C(=O)c3ccc4c(c3)N(C)C3CCCCN3C4=O)CC2)c1 (stereo not given) | i | ? | 2%[12.5 µM] | 7 | 32µM* | 4% | -28%
CC1CCN(S(=O)(=O)c2ccc3c(c2)N(CC(=O)NCCc2ccc(Cl)cc2)C(=O)CO3)CC1 | . | . | ? | -2 | . | . | ?
COc1ccccc1N1CCN(c2ncccc2CNC(=O)C2COC(=O)N2)CC1 (stereo not given) | i | i | 5% | -4 | 4% | -1% | -8%
COCc1cc(C[C@@H]2CC[C@H](O)[C@@H](CNCc3ccccc3)O2)no1 | -5%[88.5 µM] | i | 1%[87.6 µM] | -1 | i | 10%[172 µM] | 13%[87.6 µM]
O=[S+]([O-])(NC1CCCN(c2ccc3nnc(C4CC4)n3n2)C1)c1cccs1 (stereo not given) | . | ? | . | 8 | ? | . | .
O=C(NCCc1ccccc1)c1ccc2oc(-c3ccnc(Cl)c3)nc2c1 | 0% | -17% | 11% | 21 | -12% | . | 25%
COc1ccc(-n2c(SCCCN3C(=O)c4cccc5cccc(c45)C3=O)nnc2-c2ccncc2)cc1 | 2% | . | -35% | 8 | . | . | .
O=C(NC(C(=O)N1CCCCC1)C1CCN(C(=O)c2ccccc2F)CC1)c1ccccc1 (stereo not given) | i | -15% | -4% | 10 | -17% | -5% | 7%
Cc1ccc2nc(-c3ccc(Cl)c(NC(=O)c4ccc5c(c4)OCCO5)c3)oc2c1 | . | . | -2% | -5 | . | . | 176%[activator]
Cc1ccc(C2Cn3nnc(-c4nc(-c5ccc(F)c(F)c5)no4)c3CO2)c(C)c1 (stereo not given) | i | i | -2% | -9 | 5% | -9% | 2%
c1cncc(CCn2ccnc2-c2cc3n(n2)CCCNC3)c1 | -4% | i | 0% | -5 | i | -1% | 7%
CC(=O)N1CCCc2cc(S(=O)(=O)NCc3ccc(N(C)C)cc3)ccc21 | . | . | -15% | -5 | . | . | -6%

Next part
SMILES	GPT2 inhibitor	NIH3T3 tox	HEK293 viab	IP6K1 inhibitor	HEK293 tox	FLuc inh	SNCA expr inhib
CCOCCCNC(=O)N1CCn2nnc(CCC(=O)N3CCOCC3)c2C1	?	-8%	-6%	12	-21%	9%	-5%
CN1CC(=O)N2[C@H](c3ccc4c(c3)OCO4)c3[nH]c4ccccc4c3C[C@@H]2C1=O	i	.	-14%[23.9 µM]	2	.	.	-26%[25.6 µM]
Oc1c(C(c2ccccc2)N2CCN(c3cccc(Cl)c3)CC2)sc2nc(-c3ccco3)nn12 (stereo not given)	.	.	4%	-3	.	.	-7%
Cc1cc(C2CC(C(=O)NCc3ccco3)CN(C(=O)NC(C)C)C2)ccc1F (stereo not given)	2%	-9%	-4%	-12	-24%	2%	-13%
CCCNC(=O)N1CC(Oc2cccc(-c3nc(-c4ccccc4)no3)c2)C1	4%	-23%	-6%	-3	28µM*	-3%	8%
CCCN(CCC)C(=O)Cn1c(=O)n(-c2ccc(OC)cc2)c(=O)c2ccc(C(=O)NCc3ccc(C)cc3)cc21	.	.	-4%	13	.	.	-17%
CCN1c2ccccc2-n2cccc2C12CCN(C(=O)Nc1ccccc1Br)CC2	.	.	1%	-9	.	.	-16%
Cc1ccc2nc(-c3cccc(Cl)c3)c(Nc3ccc4c(c3)OCO4)n2c1	.	.	-7%	-1	.	.	27%
NCc1ccc(Oc2ccc(F)c(Cl)c2)cc1	5%[88.5 µM]	?	-4%[87.6 µM]	-8	-11%[172 µM]	.	-7%[87.6 µM]
O=C(Cn1cccc1-c1nc(-c2ccc(F)cc2)no1)Nc1cccc(F)c1	i	-13%	-4%	1	-26%	-7%	-12%
CCC1Oc2ccc(NS(=O)(=O)c3ccccc3)cc2CN(Cc2ccc(F)cc2)C1=O (stereo not given)	i	?	8%	-21	35µM*	1%	4%
O=C1CN(C(=O)c2ccc(Cl)cc2)CC(O)CN1CCCc1ccccc1 (stereo not given)	.	?	.	-8	?	.	.
COc1cccc(C(=O)N2CCC(c3nn(-c4ccccc4)c(=O)[nH]3)CC2)c1	i	-23%	-8%	17	?	0%	17%
O=C(NCc1ccccc1)C1CCN(C(=O)c2cnn(-c3ccccc3)c2-n2cccc2)CC1	.	.	-9%	-16	.	.	2%
CC(C)=CCC1(C(=O)O)CCCN(C(=O)c2cn(C)nc2C)C1 (stereo not given)	i	2%	0%	2	i	7%	-20%
CCc1cc2c(cc3c(=O)n(CC(=O)NC4CCC(C)CC4)ncn32)s1 (stereo not given)	.	.	0%	0	.	.	12%
O=C(Cn1c(=O)oc2cc(S(=O)(=O)N3CCCCC3)ccc21)NCc1ccc(Cl)cc1	.	.	-12%	23	.	.	?
Cc1cccc(NS(=O)(=O)c2ccc3[nH]c4c(c3c2)CCCCCC4)c1	.	.	-6%	24	.	.	?

High-throughput results deposited in PubChem by National Center for Advancing Translational Sciences (NCATS).

This is a subset, so the mix of outcomes need not match the whole.
